Screening results: PubChem, The Scripps Research Institute Molecular Screening Center
hgDAF-12 ag = activates the H. glycines DAF-12 receptor ligand-binding domain | HEK293 GAL4-hgDAF12 UAS-luciferase reporter, agonist luminescence; normalized to butyrate control | activation, % at 6.8 µM | actives 1.8% (n = 370,000);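 active = activation above a cutoff set at the mean of all screened compounds plus 3 SD, cut at about 10% in these data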;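 also: 0% = DMSO wells and 100% = sodium butyrate wells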
ADAM17 inh = ADAM17 inhibition, QFRET primary screen | P78536 | recombinant ADAM17, EDANS/DABCYL FRET peptide cleavage | inhibition, % at 6.95 µM | actives 0.83% (n = 370,000) | AID 720648;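 active = inhibition above the mean of compounds lying between control limits plus 3 SD, set per campaign, cut at about 8.5% in these data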;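 also: 0% = DMSO-only wells as the low control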
Target sequence (P78536 215-824 limits assumed): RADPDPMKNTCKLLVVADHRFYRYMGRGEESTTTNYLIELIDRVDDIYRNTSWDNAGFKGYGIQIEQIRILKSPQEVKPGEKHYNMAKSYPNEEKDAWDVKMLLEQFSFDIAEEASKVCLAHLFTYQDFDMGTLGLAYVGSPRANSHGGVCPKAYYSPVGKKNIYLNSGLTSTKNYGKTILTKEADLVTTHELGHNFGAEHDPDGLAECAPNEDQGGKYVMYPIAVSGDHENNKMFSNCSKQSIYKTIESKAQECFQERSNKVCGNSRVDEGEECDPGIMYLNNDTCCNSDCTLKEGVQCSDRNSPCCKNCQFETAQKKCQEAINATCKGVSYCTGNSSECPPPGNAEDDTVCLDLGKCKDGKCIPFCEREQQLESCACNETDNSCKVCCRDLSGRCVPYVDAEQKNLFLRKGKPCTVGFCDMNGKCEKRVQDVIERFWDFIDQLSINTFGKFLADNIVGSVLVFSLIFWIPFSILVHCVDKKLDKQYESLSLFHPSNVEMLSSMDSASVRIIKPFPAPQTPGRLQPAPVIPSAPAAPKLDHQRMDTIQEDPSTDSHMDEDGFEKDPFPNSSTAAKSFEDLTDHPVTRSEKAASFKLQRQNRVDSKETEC
DAX1 inh-1 = inhibitors of human orphan nuclear receptor DAX1 (NR0B1). P51843. HEK293 Gal4-DAX1 luciferase reporter, luminescence. inhibition, % at 6.75 µM. actives 0.99% (n = 340,000). AID 504766;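 active = inhibition above the mean over all tested compounds plus 3 SD, cut at about 4.2% in these data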;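 also: 0% = DAX1-transfected cells with DMSO and 100% = empty-vector control cells with DMSO; inhibition shows as a rise in luminescence from relieved DAX1 repression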
GAA850 FXN act = activators of GAA850 frataxin (FXN) promoter | HEK293 lucGAA850 FXN promoter luciferase reporter, 24 h; percent of 10 µM SAHA response | activation, % at 6 µM | actives 0.56% (n = 360,000) | AID 540364;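 active = activation above the average of all compounds screened plus 3 SD, cutoff fixed separately per campaign, cut at about 7.5% in these data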;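 also: 0% = DMSO wells and 100% = 10 µM SAHA wells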
PLC-beta3 inh = PLC-beta3 (human) inhibition, primary screen; Q01970; Purified PLC-beta3, fluorogenic substrate, fluorescence; inhibition, % at 12.2 µM; actives 0.18% (n = 370,000); AID 720704; in the data active = inhibition above about 11%;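 also: 0% = median of compound wells on plate and 100% = full blocker control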
PLCg1 inh = blocks human PLC-gamma1 enzyme activity. P19174. purified PLC-gamma1, fluorogenic substrate, fluorescence. inhibition, % at 12.2 µM. actives 0.84% (n = 370,000); in the data active = inhibition above about 9.5%
hcDAF-12 act = H. contortus DAF-12 activation, primary screen; activation, % at 6.8 µM; HEK293 hcDAF-12 lit1-tk-luc reporter, luminescence; 0% DMSO, 100% Δ7-dafachronic acid; actives 1.4% (n = 370,000); AID 652067;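 active = activation above the mean of all tested compounds plus 3 SD, cut at about 5.5% in these data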;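 also: 100% = response to 3 µM Δ7-dafachronic acid high control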
ADAM10 inh = inhibits human ADAM10. actives 0.62% (n = 370,000). O14672. inhibition, % at 7 µM. recombinant ADAM10, EDANS/DABCYL FRET peptide cleavage, 3 h. AID 720582;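 active = inhibition above a per-campaign cutoff equal to the mean of compounds falling between control-based bounds plus 3 SD, cut at about 20% in these data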;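 also: 0% = DMSO wells while the 100% control is not disclosed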
ssDAF-12 act = activators of S. stercoralis DAF-12 nuclear receptor. actives 1% (n = 370,000). HEK293 ssDAF-12/GRIP1 lit1-tk-luc reporter, luminescence; % of 3 µM dafachronic acid response. activation, % at 6.8 µM;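 active = activation above the mean over all tested compounds plus 3 SD, cut at about 0.9% in these data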;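 also: 0% = DMSO-only wells and 100% = 3 µM delta7-dafachronic acid wells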
DAX1 inh-2 = blocks DAX1 repression of SF-1 activated StAR promoter. HEK293T StAR-luciferase reporter, SF-1/DAX-1 repression relief. inhibition, % at 6.8 µM. actives 1.1% (n = 370,000). AID 652010;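 active = inhibition above the mean over all tested compounds plus 3 SD, cut at about 3.6% in these data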;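 also: 0% = DAX-1 cells with DMSO and 100% = cells lacking DAX-1 with DMSO; higher inhibition means more luminescence from relief of DAX-1 repression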
HGIII-sPLA2 inh = Inhibits HGIII-sPLA2 liposome hydrolysis, primary screen | Q9NZ20 | QFRET BODIPY PC-A2 liposome hydrolysis, fluorescence | inhibition, % at 12.2 µM | actives 0.56% (n = 370,000);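 active = inhibition above mean plus 3 SD of compounds lying within the high and low control bounds, cut at about 19% in these data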;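 also: 0% = median of test compound wells and 100% = no enzyme DMSO wells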
Target sequence (Q9NZ20 whole entry, looked up): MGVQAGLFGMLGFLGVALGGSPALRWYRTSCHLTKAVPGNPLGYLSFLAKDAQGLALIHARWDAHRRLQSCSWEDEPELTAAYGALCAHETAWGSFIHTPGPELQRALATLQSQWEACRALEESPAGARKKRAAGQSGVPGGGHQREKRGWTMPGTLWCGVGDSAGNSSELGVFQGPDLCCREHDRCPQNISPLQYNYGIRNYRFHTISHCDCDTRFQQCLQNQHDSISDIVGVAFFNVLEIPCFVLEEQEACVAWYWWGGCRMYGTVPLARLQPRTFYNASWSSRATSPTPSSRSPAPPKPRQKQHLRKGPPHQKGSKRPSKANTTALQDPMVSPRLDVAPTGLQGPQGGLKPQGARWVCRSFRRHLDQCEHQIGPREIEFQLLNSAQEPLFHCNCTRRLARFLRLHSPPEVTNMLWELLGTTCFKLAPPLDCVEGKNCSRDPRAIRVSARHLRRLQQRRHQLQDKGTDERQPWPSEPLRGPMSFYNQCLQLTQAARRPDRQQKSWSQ
* marks the source's active call; other numbers are inactive results; i = inactive; · = not tested or not shown.

SMILES	hgDAF-12 ag	ADAM17 inh	DAX1 inh-1	GAA850 FXN act	PLC-beta3 inh	PLCg1 inh	hcDAF-12 act	ADAM10 inh	ssDAF-12 act	DAX1 inh-2	HGIII-sPLA2 inh
CCOc1ccccc1C1C(C(=O)Nc2ccccc2OC)=C(C)Nc2nc(CCCO)nn21 (stereo not given)	-0.2	-5	0.7	-0.8	0	-2	-2.0	-22	-1.1	-0.9	-4
Cc1ccc(C(=O)NC(=S)NCc2ccccc2)cc1	-0.6	-1	1.2	-1.0	-8	-2	1.4	0	-1.4	0.4	-8
CCN(CC)CCCNC(=O)CC1Oc2ccc(C)cc2NC1=O (stereo not given)	-2.1	-1	3.3	1.5	3	-1	0.1	-13	-0.8	1.4	2
COc1cc([N+](=O)[O-])ccc1NC(=O)Nc1ccc(C(=O)N2CCCC2)cc1	-4.4	-3	-0.1	1.8	-5	-1	-1.2	0	-1.8	-0.8	-5
Fc1ccccc1-c1csc(=Nc2cccnc2)n1CC1CCCO1 (stereo not given)	-1.2	-1	1.7	2.0	2	0	-0.8	2	-1.7	-1.2	-6
NC1=C(Cl)C(=O)c2ccc(S(N)(=O)=O)cc2C1=O	-19	-4	-7.1	-15	3	16*	-6.0	-9	-2.7	-6.3	-2
Cc1ccc(OCC(=O)Nc2cccc(S(=O)(=O)N3CCCCC3)c2)c([N+](=O)[O-])n1	-1.1	2	0.0	1.7	4	4	-4.2	2	-1.5	-0.6	-2
Cc1cc(Br)cn2c(Cc3ccccc3C(F)(F)F)c(-c3ccc(Cl)cc3)nc12	0.9	1	·	·	0	-3	-1.5	3	-1.4	-1.2	-10
O=C(NCc1cccs1)C(=O)NCC1OCCCN1S(=O)(=O)c1cccs1 (stereo not given)	0.2	-2	-0.7	0.1	0	-1	-4.1	0	-0.6	-0.5	4
Cn1c(N)c(C(=O)COC(=O)COc2ccc3ccccc3c2)c(=O)n(C)c1=O	5.1	1	-0.2	1.3	0	5	1.1	4	-1.1	-0.6	-4
Cc1cc(Oc2cccc3c2S(=O)(=O)N([C@H](C)c2ccccc2)C[C@@H](COCc2ccccc2)O3)cc(C)c1C	2.4	-4	·	·	-3	0	0.1	-12	-0.9	0.5	4
CCOC(=O)/C=C/C(=O)OCC(=O)Nc1ccc([N+](=O)[O-])cc1	3.0	-2	2.8	-0.5	-3	2	1.8	0	-1.1	0.2	-3
Clc1ccc(-c2ccnc(Oc3ccc4ccccc4c3)n2)cc1	0.8	-1	1.0	0.8	2	-2	1.7	5	-0.7	0.7	-3
CCOc1ccc(N2CC(C(=O)NCc3ccc4c(c3)OCO4)CC2=O)cc1 (stereo not given)	2.0	2	1.1	0.8	-8	-4	-1.2	2	-1.1	-0.3	0
CCOC(=O)[C@]12CCC=C1N(Cc1ccco1)C(=O)[C@H](CC(=O)NCc1cccc(C(F)(F)F)c1)C2	-1.6	-3	·	·	-10	-4	-1.0	6	-1.1	-0.3	-6
CCCCN1C(=N)N([C@@H](C)CN2CCC[C@H]2CN2C(N)=NC[C@H]2C(C)C)C[C@H]1[C@H](C)CC	-0.1	-3	-0.6	0.6	1	3	-0.7	-3	-1.1	0.4	1
CN(C)S(=O)(=O)c1ccc(NC(=O)N2CCN(c3ccccc3)CC2)cc1	-0.3	-4	0.8	0.8	-1	0	-0.9	-2	-1.1	-0.1	7
Cc1nnc(SCC(=O)Nc2cccc(S(N)(=O)=O)c2)n1-c1ccccc1	-1.0	-8	-0.1	1.8	-9	7	-1.4	-7	-0.8	0.1	15
CC(NC(=O)Nc1ccc2c(c1)OCO2)c1ccncc1 (stereo not given)	0.4	-4	1.9	4.8	0	2	0.9	5	-1.4	0.2	0
O=C(COc1ccc([N+](=O)[O-])cc1)Nc1ccccc1C(=O)NC1CC1	0.9	-3	-1.2	-1.7	-10	-2	-0.1	-8	-0.6	1.9	9
CCOC(=O)CSc1nnc(Cn2c(=O)sc3ccccc32)n1C	6.5	0	5.8*	-0.7	4	-2	1.1	-3	-1.6	-0.1	3
COc1ccc(C(CC(=O)O)NC(=O)COc2ccc(C)cc2)cc1OC (stereo not given)	0.0	-5	0.1	2.9	3	-2	-0.9	0	-0.9	0.4	17
O=C(c1ccc2c(c1)OCO2)N1CCCc2ccccc21	0.6	-1	0.5	-0.2	0	-1	1.1	-5	-0.4	0.4	0
CN(CCOC(=O)CCCc1ccccc1)C1CN(Cc2cn(Cc3ccccc3F)nn2)S(=O)(=O)C1 (stereo not given)	1.1	0	·	·	-1	2	-1.6	-1	-1.2	-0.7	-9
Cc1cccc(CSc2nc3sc(C)c(C)c3c(=O)n2Cc2ccco2)c1	2.9	-1	-0.2	3.8	1	-3	0.0	6	-0.5	0.8	3
C=CCN1C(=O)/C(=C/c2ccsc2)SC1=S	2.1	0	0.8	0.0	-5	1	0.6	5	-1.6	0.7	2
Cn1c(=O)c2c(=O)cc(NNC(=O)CC#N)[nH]c2n(C)c1=O	-1.7	2	-0.1	0.8	-5	-5	-0.4	6	-0.8	-1.0	-3
COCCNC(=S)N(CCN(C)C)Cc1cc2cc3c(cc2[nH]c1=O)OCO3	1.5	-167	-1.6	0.0	-57	-38	-1.9	-431	-1.9	0.2	-2
Clc1ccc(Oc2cnns2)c(Cl)c1	1.1	0	1.8	0.0	5	2	-0.2	8	-1.2	0.2	11
O=[N+]([O-])c1cc2c(cc1/C=N\NS(=O)(=O)c1ccccc1)OCO2	-0.9	-10	-0.1	0.2	-9	-7	-1.7	-19	-1.2	0.4	-4
COC(=O)c1nn(-c2cccc(C(F)(F)F)c2)c(=O)cc1Sc1ccccn1	-1.1	1	-1.6	0.1	3	5	0.0	6	-0.5	0.0	-3
Cc1ccc(-c2csc3ncn(/N=C/N(C)C)c(=O)c23)o1	-1.5	-9	0.4	-1.9	-39	-30	-1.5	-24	-0.9	-0.5	1
O=C(CNC(=O)c1cnccn1)Nc1ccc(F)c(F)c1F	-0.2	4	0.0	-0.8	5	11*	-0.7	8	-0.5	0.2	12
Cc1cc(=S)n(-c2ccccc2)n1C	1.7	-1	0.4	-0.3	0	2	0.1	-1	-0.3	-0.6	6
CC(C)N1CCN(Cc2ccc(Oc3ncccn3)cc2)CC1CCO (stereo not given)	-1.3	2	-1.2	0.2	0	4	2.5	9	-0.6	-0.4	12
CCOCc1nnc(NC(=O)CCS(=O)(=O)Cc2ccccc2)s1	0.2	0	0.8	-1.7	-5	1	-2.1	4	-1.0	0.0	-2
CCC(=O)N1CCc2cc(S(=O)(=O)CCC(=O)N3CCN(c4ccc(C(C)=O)cc4)CC3)ccc21	-0.3	-2	-0.7	-1.7	-10	-3	0.8	-8	-1.3	-0.6	5
O=C(c1cnn2c(C(F)(F)F)cc(-c3ccco3)nc12)N1CCc2ccccc2C1	-1.8	-35	-0.1	-0.9	i	-409	-1.6	-106	-1.6	-0.6	-1
CN1CCN(c2ccc(NC(=O)COc3ccccc3)cc2Cl)CC1	15*	0	0.7	4.8	-3	2	1.1	-2	0.6	3.0	-15
COc1ccc(OC)c(NC(=O)CSc2nnc(-c3ccco3)n2-c2ccccc2)c1	0.0	0	-1.0	1.4	3	1	-0.2	4	-0.6	0.1	-1

Complete entries from above. Values in the order: hgDAF-12 ag | ADAM17 inh | DAX1 inh-1 | GAA850 FXN act | PLC-beta3 inh | PLCg1 inh | hcDAF-12 act | ADAM10 inh | ssDAF-12 act | DAX1 inh-2 | HGIII-sPLA2 inh
`Cn1c(=O)c2c(=O)cc(NNC(=O)CC#N)[nH]c2n(C)c1=O` is listed as -1.7 | 2 | -0.1 | 0.8 | -5 | -5 | -0.4 | 6 | -0.8 | -1.0 | -3
`O=C(CNC(=O)c1cnccn1)Nc1ccc(F)c(F)c1F` is listed as -0.2 | 4 | 0.0 | -0.8 | 5 | 11* | -0.7 | 8 | -0.5 | 0.2 | 12

More results
SMILES	hgDAF-12 ag	ADAM17 inh	DAX1 inh-1	GAA850 FXN act	PLC-beta3 inh	PLCg1 inh	hcDAF-12 act	ADAM10 inh	ssDAF-12 act	DAX1 inh-2	HGIII-sPLA2 inh
Cc1nc2sc(C(c3ccccc3)N3CC(C)OC(C)C3)c(O)n2n1 (stereo not given)	-1.2	-3	0.4	-0.1	-2	-2	-0.3	-7	-1.1	0.4	5
Cc1cc(C)n2nc(C(=O)N/N=C/c3cccc(Cl)c3)nc2n1	0.6	0	-0.5	0.2	-4	1	-0.5	-1	-1.7	0.1	-1
C=CCn1c(N2C(=O)CC(Cc3ccccc3)C2=O)nc2ccccc21 (stereo not given)	-1.8	1	0.0	0.3	3	1	-1.4	5	-1.4	-1.1	-3
Cc1ccc(S(=O)(=O)N2CCN(C(=O)CCC(=O)NC3CCCc4ccccc43)CC2)cc1 (stereo not given)	1.2	-3	4.3*	-1.2	4	0	-1.0	-1	-0.4	0.3	-9
COc1ccc(-c2ccc3c(c2)O[C@@H](CN(C)C(=O)c2ccccc2F)[C@@H](C)CN([C@@H](C)CO)S3(=O)=O)cc1	1.6	-4	-0.9	-0.6	2	2	-2.1	-5	-0.7	-1.3	-3
O=c1oc2ccccc2c2c1nc(C(F)(F)F)n2-c1ccccc1	1.4	-3	1.0	0.7	-2	1	-1.0	1	-1.3	-0.1	-1
Nc1c(Br)cc(Br)c2c1[nH]c(=O)c1ccccc12	-2.1	-1	-0.9	0.8	-20	-16	-1.2	-17	-0.9	-0.9	13
COc1ccc(Cn2cc(C(=O)c3ccccc3)c(=O)c3cc(OC)ccc32)cc1	1.2	1	-0.7	-2.3	-1	2	-1.4	1	-2.0	-0.6	0
CCn1c(CNC(=O)COc2ccc(C(C)C)cc2)nnc1SCC(=O)Nc1ccccc1C(C)C	-3.6	2	-1.3	-1.4	6	6	-1.2	8	-2.1	-2.3	-21
CC(NC(=O)COC(=O)c1cc(Cl)ccc1O)C1CC2CCC1C2 (stereo not given)	-1.4	-9	-0.8	0.9	-18	-7	-0.9	-40	-1.2	0.3	6
CCOC(=O)CSc1nnc(CNC(=O)c2cccc(C)c2)n1-c1ccccc1OC	1.4	-2	0.5	-0.8	1	-1	-0.7	-2	-1.3	-0.2	-2
CSc1ccccc1NC(=O)CSc1nnc(CNC(=O)c2ccccc2F)n1C	-1.9	-3	-0.4	0.0	-5	3	-1.7	0	-0.9	-0.4	5
CCOC(=O)c1c(C)nc2c(c1-c1ccccc1)C(=O)CCC2	0.1	-4	-0.3	0.5	-2	-2	-0.6	0	-0.9	-0.7	-2
COc1cc2c(cc1OC)C(c1ccc(Br)cc1)N(C(=O)c1ccccc1C(=O)O)CC2 (stereo not given)	-0.8	-2	2.1	-2.7	-8	-1	2.2	-12	0.6	0.6	10
CCc1nnc(N/N=C/c2cccs2)n1N	-11	3	-1.6	1.9	4	9	-1.2	5	-1.8	-2.2	-6
CSc1nsc(SCC(=O)Nc2ccccn2)n1	5.0	-3	-0.8	1.8	0	3	2.3	-3	-0.9	0.2	-6
CC1CCCCN1S(=O)(=O)c1ccc(-n2cnnn2)cc1 (stereo not given)	-0.6	2	-0.7	-0.1	-4	2	-0.6	-8	-1.2	-0.1	2
